Screens from PubChem BioAssay.
ATXN viability = Viability Counterscreen for Primary qHTS for Inhibitors of ATXN expression; Potency, µM (top dose mostly 56.7 µM), most hits filed as cytotoxic; AID 651635, 2014; S2 cells (HEK-293 line with an ATXN2-luciferase reporter) viability, CellTiter-Fluor protease fluorescence, 24 h; hit rate 0.49% among 400,000; also: potency is read from the fitted curve at half-maximal effect; nearly all actives have a fitted effect of over 40% in size
IL-2 act = qHTS of IL-2 Activators; AID 652025, 2013; hit rate 0.065% among 360,000; activation, % (series mostly up to about 46 µM); IL-2 activation reporter assay, cell-based qHTS; stimulated with anti-CD3/CD4/CD28 beads; in transgenic mouse T cells; in the data active = activation above about 50%; inconclusive = mostly about 30% to 49%; also: 0% is about no effect
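Using fluorescent plate cytometry, EGFP and DsRed are detected in transgenic mouse T cells stimulated 18 h at 37 degrees C with antibody-coated beads after 60 min compound pretreatment.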
EPAC2 ag = qHTS for Agonist of cAMP-regulated guanine nucleotide exchange factor 4 (EPAC2): primary screen. Rap guanine nucleotide exchange factor 4 (Homo sapiens), Q8WZA2. EPAC2 activation, biochemical qHTS; response scale: 100% = 6.5 mM cAMP response. Potency, µM (doses to about 154 µM), inactives show top-dose activation, usual class: activators. hit rate 0.079% among 360,000. AID 720711, 2013; also: potency is read from the fitted curve at half-maximal effect; nearly all actives have a fitted effect of over 50% in size
Target sequence (Q8WZA2 whole entry, looked up): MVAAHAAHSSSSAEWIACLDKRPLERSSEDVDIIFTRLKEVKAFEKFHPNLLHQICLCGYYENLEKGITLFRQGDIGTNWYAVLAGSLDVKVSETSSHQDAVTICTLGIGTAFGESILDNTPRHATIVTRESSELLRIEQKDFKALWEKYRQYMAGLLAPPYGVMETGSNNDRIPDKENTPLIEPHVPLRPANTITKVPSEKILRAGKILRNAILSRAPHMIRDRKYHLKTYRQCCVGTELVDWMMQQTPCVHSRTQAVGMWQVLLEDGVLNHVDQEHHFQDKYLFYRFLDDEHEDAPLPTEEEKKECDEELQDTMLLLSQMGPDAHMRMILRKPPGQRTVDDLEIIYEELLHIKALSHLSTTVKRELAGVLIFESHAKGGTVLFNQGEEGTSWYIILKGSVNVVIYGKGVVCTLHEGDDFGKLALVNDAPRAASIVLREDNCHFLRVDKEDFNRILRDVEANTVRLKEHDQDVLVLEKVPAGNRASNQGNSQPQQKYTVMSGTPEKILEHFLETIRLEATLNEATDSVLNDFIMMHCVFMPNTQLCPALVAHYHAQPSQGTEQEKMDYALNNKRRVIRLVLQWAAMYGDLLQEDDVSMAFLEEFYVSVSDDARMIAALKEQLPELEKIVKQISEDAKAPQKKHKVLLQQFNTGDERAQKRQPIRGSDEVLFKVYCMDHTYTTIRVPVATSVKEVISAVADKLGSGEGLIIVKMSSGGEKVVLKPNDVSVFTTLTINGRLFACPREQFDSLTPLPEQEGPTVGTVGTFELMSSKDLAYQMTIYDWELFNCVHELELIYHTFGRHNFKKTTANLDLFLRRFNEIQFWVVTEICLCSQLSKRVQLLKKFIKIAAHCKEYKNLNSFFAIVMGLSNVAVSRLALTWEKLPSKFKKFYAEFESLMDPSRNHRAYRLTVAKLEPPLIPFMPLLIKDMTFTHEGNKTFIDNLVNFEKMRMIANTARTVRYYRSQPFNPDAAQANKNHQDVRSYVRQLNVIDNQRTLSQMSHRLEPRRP
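qHTS, titration series. 100 nM EPAC2 / 250 nM Rap1B-BODIPY-GDP / 50 uM GDP; RT; ex 480/em 540 nm, 5-min reads to 30 min. Norm. to 6.5 mM cAMP = activation.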
A549 tox = Nrf2 qHTS screen for inhibitors: counterscreen for cytotoxicity | Potency, µM (titrated, usually from 46 µM), for inactives: at the highest dose activity change, negative = cytotoxicity, most hits filed as inhibitors | hit rate 0.16% among 390,000 | A549 ARE-Fluc cells, CellTiter-Fluor viability, 18-24 h | AID 504648, 2011; also: potency is read from the fitted curve at half-maximal effect; % is scaled to controls: 0 for no effect and ±100 for the full control effect
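A549 ARE-Fluc cells in 5% FBS OPTI-MEM, 5000 cells/well, rested 2 h then exposed to compounds in concentration-response for 18-24 h at 37 °C. Viability by CellTiter-Fluor fluorescence (Ex 405/Em 525) after 30 min; luciferase luminescence (BugLite, 15 min, RT) read afterwards.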
Nrf2 activator = qHTS of Nrf2 Activators | AREc32 ARE-luciferase reporter (MCF7-derived line), luminescence, 24 h | Potency, µM (titrated, usually from 46.1 µM), inactives show top-dose activation, usual class: activators | hit rate 0.31% among 410,000 | AID 624171, 2012; also: potency is read from the fitted curve at half-maximal effect; % of control where 0% means no effect; nearly all actives have a fitted effect of over 65% in size
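ARE-driven firefly luciferase activity in AREc32 cells measured after a 24 hr compound exposure at 37 deg C, using Steady-Glo reagent and a 30 min room-temperature hold.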
Nrf2 block = Nrf2 qHTS screen for inhibitors | A549 ARE-Fluc reporter, luciferase luminescence, 18-24 h | Potency, µM (doses to about 46 µM), for the others: at the highest dose activity change, negative = inhibition, most hits filed as inhibitors | hit rate 2.1% among 360,000 | AID 504444, 2011; also: potency is read from the fitted curve at half-maximal effect; % is scaled to controls: 0 for no effect and ±100 for the full control effect; nearly all actives have a fitted effect of over 60% in size
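Two sequential reads on A549 ARE_Fluc cells exposed to compound for 18-24 h: a CellTiter-Fluor fluorescence read for viability, then a luciferase luminescence read for Nrf2/ARE activity.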
HepG2 tox = qHTS for Inhibitors of TGF-b: Cytotox Counterscreen | HepG2 CAGA-GFP viability, ATP luminescence, 18 h | hit rate 0.76% among 410,000 | AID 588856, 2011 | Potency, µM (series often up to 46.1 µM), for inactives: top-dose activity change, negative = cytotoxicity, hits mostly cytotoxic; also: potency is read from the fitted curve at half-maximal effect; some results filed as inactive show a strong effect at the top dose
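CellTiter-Glo luminescence gave cytotoxicity after 18 hours at 37 degrees C. The cells were HepG2 CAGA-GFP in 1% FBS DMEM, stimulated with 500 pg/mL TGF-beta after compound addition. %Activity was normalised to no-cell wells (complete cell-killing) and DMSO (no toxicity), and curves were fitted and classified.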
TGFb SMAD3 inh = qHTS for Inhibitors of TGF-b; HepG2 CAGA-GFP TGF-b/SMAD3 reporter, GFP fluorescence, 18 h; TGF-beta stimulated, 500 pg/mL final; Potency, µM (series often up to 46.1 µM), for inactives: at the highest dose activity, negative = inhibition, usual class: inhibitors; hit rate 1.2% among 410,000; also: potency is read from the fitted curve at half-maximal effect; % is scaled to controls: 0 for no effect and ±100 for the full control effect; nearly all actives have a fitted effect of over 65% in size
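First, reporter cells (HEPG2 CAGA-GFP) rested 2 h at 37 degrees C. Next, compounds were pinned in and TGF-beta added to 500 pg/mL final. After 18 h, GFP was imaged per cell and summed per well.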
ATXN2 expr inh = Primary qHTS for Inhibitors of ATXN expression; Potency, µM (highest dose often 57 µM), for the others: top-dose activity change, negative = inhibition, actives largely listed as inhibitors; hit rate 0.72% among 360,000; HEK-293 ATXN2-luciferase reporter, luminescence, 24 h; AID 1745845, 2022; also: potency is read from the fitted curve at half-maximal effect; % is scaled to controls: 0 for no effect and ±100 for the full control effect; nearly all actives have a fitted effect of over 55% in size
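ATXN2-luciferase reporter cells (luciferase flanked by upstream and downstream ATXN2 gene portions) were treated 24 h at 37 °C with compounds at up to 57 uM. SteadyGlo luminescence gave expression; GF-AFC fluorescence gave viability.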
* = called active by the depositor; i = inactive; u = inconclusive; x = no result given; [ ] = another dose, or the depositor's remark. Unless noted, calls follow the shape of the dose curve; as a rule, active = well fitted curve in the direction sought with a large enough effect; inconclusive = small, poorly fitted or top-dose-only effect, or another doubt; inactive = no such curve, though single readings can be large; an effect the other way counts as inactive or inconclusive.

Values run as follows: ATXN viability, IL-2 act, EPAC2 ag, A549 tox, Nrf2 activator, Nrf2 block, HepG2 tox, TGFb SMAD3 inh, ATXN2 expr inh
> COc1ccc(N=Cc2ccc(-c3ccccc3)o2)cc1
    i, 0.8, 2.7%, 2.5%, 1.1%, 5.2%, 0.0%, -0.3%, 0.0%
> CCc1nc2c(OCc3ccc(C(=O)OC)cc3)cccn2c1N(C)C(=O)c1ccc(OC)cc1
    i, -0.3, 3.3%, x, -0.5%[9.22 µM], x, -3.1%, -3.3%, -16.6%
> Nc1nc(=S)c2ncn(C3CCCC3)c2[nH]1
    i, -0.4, 8.6%, 0.9%, 1.8%, 2.1%, 1.4%, 4.2%, -3.6%
> O=C(O)/C=C/c1cccc(OCc2ccccc2)c1
    i, 3.3, 11.7%, 2.7%, -0.4%, u, 4.6%, 8.0%, -11.9%
> CCCCOC(=O)c1ccc(NC(=O)/C(C#N)=C/c2ccc(-c3ccccc3)o2)cc1
    x, x, x, -13.4%, 1.1%, u, -13.5%, 0.3%, 3.4%
> CCCNC(=O)c1ccc(N2CCC3(CC2)CC(c2ccccc2)=NO3)c(NC(=O)c2cccc(C)c2)c1
    i, -4.6, 8.8%, 8.9%, 1.8%, -5.8%, -6.7%, 5.2%, u
> COc1ccc(Cc2[nH]n3c(=O)c(Cl)c(C)nc3c2-c2ccccc2)cc1
    u, -0.6, -2.8%, u, -0.6%, -14.7%, -5.5%, 2.9%, u
> O=C(NCCc1ccccc1)c1ccc(Br)o1
    i, -0.1, 3.8%, 2.3%, 5.6%, 12.8%, -2.4%, 3.0%, 28.6%
> Cc1ccc(CN2CCC2(C)C(=O)NC2CCc3ccccc32)cc1 (centres undefined)
    i, 0.0, 2.8%, x, -0.4%, x, -31.7%, -19.3%, -0.7%
> N/C(Cc1ccc(Cl)cc1)=N\OC(=O)c1ccc2ccccc2c1
    u, 1.0, -10.7%, -13.4%, 8.4%, -1.1%, -17.4%, 6.7%, 6.6%
> O=C(Cn1c(=O)ccc2cc(S(=O)(=O)N3CCCC3)ccc21)Nc1ccc(Cl)cc1
    i, x, x, -9.9%, 3.6%, x, -18.5%, -6.0%, -17.1%
> COc1ccc(/C=N/n2c(SC)nnc(C(C)(C)C)c2=O)cc1
    i, 0.6, -1.4%, -2.8%, -0.3%, -13.3%, -12.5%, 2.7%, -0.1%
> O=C(Cc1ccccc1[N+](=O)[O-])NCC1(c2cccc3c2OCO3)OCCO1
    i, -2.5, 3.2%, -4.7%, -0.4%, 6.8%, -18.0%, -25.5%, -2.8%
> COC(=O)c1cc2oc3ccccc3c2n1Cc1nc(-c2ccccc2C)oc1C
    x, x, x, 10.4%, 3.5%, 11.1%, -2.9%, x, x
> COc1cccc2cc(C(=O)N(C)C3CCN(C)CC3)c(=O)oc12
    i, 0.1, -0.2%, -0.4%, -1.7%, 7.6%, 3.9%, 25.4%, 2.3%
> O=C(CSCC(=O)N1CCN(c2ccccc2)CC1)Nc1nc(-c2ccc(Cl)s2)cs1
    u, -3.5, 13.4%, -6.9%, 7.5%, u, -27.4%, -21.4%, -12.7%
> Cc1ccc(S(=O)(=O)NCc2n[nH]c(=S)n2C)cc1
    i, -4.1, 6.8%, -14.2%, -0.1%, -19.8%, 0.2%, 6.6%, -22.0%
> OCCCc1nc2ccccc2[nH]1
    i, 0.1, 2.8%, -6.2%, -0.2%, u, 3.8%, 6.7%, -22.5%
> COC(=O)C1NN=C(C(=O)c2ccc(Br)cc2)C1c1cccc(Br)c1 (centres undefined)
    i, 0.0, 4.1%, -1.9%, 6.7%, u, -20.9%, u, 12.0%
> CN(C)CCCN(C(=O)c1ccc(S(=O)(=O)N2CCCCCC2)cc1)c1nc2c(F)cccc2s1
    i, 0.0, 11.0%, 3.8%, 2.7%, 3.2%, -22.5%, -22.6%, -17.6%
> COCCOC(=O)C1=C(N)OC2=C(C(=O)CCC2)C1c1cccnc1 (centres undefined)
    i, 3.0, 7.6%, -1.9%, 0.0%, -10.2%, -22.6%, -5.1%, 4.6%
> CCOC(=O)c1cnc2c(C)cccc2c1Nc1cccc(C(=O)O)c1
    i, -1.1, -1.3%, -5.9%, 0.0%, u, -7.6%, 0.6%, -5.3%
> Cc1ccc(CN2CCSc3ccc(C(=O)NCCCN4CCOCC4)cc32)cc1
    u, -2.5, 3.0%, -6.5%, -0.5%, -7.6%, 8.2%, 1.2%, u
> CCOCCCn1c(=N)c(C(=O)NC(C)c2ccccc2)cc2c(=O)n3cccc(C)c3nc21 (centres undefined)
    x, x, x, 18.4%, 0.0%, 2.5%, -45.4%, u, -3.6%
> O=C(Cn1nnc(-c2ccc(Cl)cc2)n1)NC1CCN(Cc2ccccc2)CC1
    i, 1.8, -9.6%, -12.0%, 0.4%, -3.7%, -28.3%, -4.3%, -18.1%
> O=S(=O)(Nc1cccc(-c2nnco2)c1)c1ccc(F)cc1F
    i, 0.6, -4.5%, -1.2%, -1.1%, -9.6%, 9.5%, 6.7%, -29.2%
> COCCCNC(=O)/C(C#N)=c1\s/c(=C\c2ccccc2OC(F)F)c(=O)n1CCCOC
    i, -0.4, -11.8%, -0.6%, 12.0%, -3.5%, -28.7%, -0.6%, u
> O=C(CSc1nnc(SCc2ccccc2Cl)s1)N/N=C/c1c[nH]c2ccccc12
    u, -0.4, 0.0%, -5.9%, 0.5%[9.22 µM], u, -40.4%, u, -13.5%
> CC(C)CC(=O)Nc1ccc(-c2cn3cccnc3n2)cc1
    i, 0.9, 9.3%, 1.3%, -0.5%, 4.7%, 2.5%, -3.6%, 5.9%
> O=C(CN1C(=O)c2ccccc2C1=O)NCc1ccccn1
    i, -1.9, 3.8%, -1.9%, 0.2%, 18.7%, -18.9%, 12.3%, -0.4%

Next part; it opens with the three that closed the last part.
Values run as follows: ATXN viability, IL-2 act, EPAC2 ag, A549 tox, Nrf2 activator, Nrf2 block, HepG2 tox, TGFb SMAD3 inh, ATXN2 expr inh
> O=C(CSc1nnc(SCc2ccccc2Cl)s1)N/N=C/c1c[nH]c2ccccc12
    u, -0.4, 0.0%, -5.9%, 0.5%[9.22 µM], u, -40.4%, u, -13.5%
> CC(C)CC(=O)Nc1ccc(-c2cn3cccnc3n2)cc1
    i, 0.9, 9.3%, 1.3%, -0.5%, 4.7%, 2.5%, -3.6%, 5.9%
> O=C(CN1C(=O)c2ccccc2C1=O)NCc1ccccn1
    i, -1.9, 3.8%, -1.9%, 0.2%, 18.7%, -18.9%, 12.3%, -0.4%
> O=C(Nc1ccc(F)cc1)c1cc(S(=O)(=O)N2CCCCC2)cs1
    i, -4.7, 8.5%, -25.3%, 0.4%, 8.2µM*, -22.1%, 0.0%, -21.0%
> CC(C)(C)NC(=O)CSc1nc(N)c(-c2ccccc2)c(=O)[nH]1
    i, 1.3, 6.2%, -1.4%, -0.3%, 2.9%, -8.6%, -22.4%, -12.4%
> COc1cccc(OCc2cc(C(=O)N(C)Cc3nc4ccccc4[nH]3)no2)c1
    i, -1.7, 5.0%, -5.0%, 4.7%, u, -2.3%, -7.6%, 8.0%
> CCc1ccc(NC(=O)COc2cccc(-n3cnnn3)c2)cc1
    i, 0.0, 4.8%, 0.8%, 4.2%, -18.2%, 6.7%, 0.1%, -3.5%
> CC(=O)c1ccc(NC(=O)C(Cc2ccccc2)n2cccc2)cc1 (centres undefined)
    i, -3.5, 7.0%, 0.2%, -0.2%, 4.5%, 1.3%, -6.0%, 0.8%
> NS(=O)(=O)c1ccc(N/N=C/c2ccccc2Br)cc1
    i, -0.8, 9.3%, -19.4%, 2.8%, -12.6%, 0.6%, -8.6%, -5.9%
> CS(=O)(=O)Nc1ccc2c(c1)[C@H]1C[C@H](CC(=O)NCc3ccccc3)O[C@H](CO)[C@H]1O2
    i, 0.7, 9.1%, x, -0.6%, x, 5.7%, 6.0%, 4.7%
> CCC(C)[C@H](NC(=O)[C@H](Cc1ccccc1)n1c(=O)[nH]c2ccccc2c1=O)C(=O)NCC1CCC(C(=O)O)CC1 (some centres undefined)
    i, 0.2, -0.5%, -1.0%, 0.4%, 7.7%, 5.7%, -4.0%, 8.4%
> Cc1ccc(N=Cc2cc(C)n(C3CCCC3)c2C)cc1
    i, -1.7, 3.9%, -3.9%, 0.5%, x, -4.2%, -25.2%, 4.1%
> COc1ccc(NC2CCCN(C(=O)c3cccc(N(C)C)c3)C2)cc1 (centres undefined)
    i, -0.4, 14.0%, 5.5%, -0.9%, -16.3%, -3.7%, -20.1%, x
> CC(C(=O)Nc1ncc([N+](=O)[O-])s1)N1C(=O)c2ccccc2S1(=O)=O (centres undefined)
    i, 1.6, 1.1%, 2.4%, 0.0%, 22.8%, 11.6%, 20.4%, 2.8%
> O=C(O)CC(NC(=O)C(F)(F)F)c1ccc2c(c1)OCO2 (centres undefined)
    i, -1.0, 12.3%, -0.4%, -0.2%, -13.7%, 1.6%, 1.1%, -19.5%
> CCOC(=O)c1c(C)oc2nc(C)nc(NCCc3ccc(SC)cc3)c12
    i, x, x, 17.7%, 3.3%, u, 3.2%, 4.9%, 2.5%
> Cc1cccc(N2CCN(C(=O)c3ccnn3C)CC2)c1C
    i, -4.3, 2.1%, -4.7%, -0.1%, -21.5%, 7.6%, 0.1%, 5.5%
> CC1(C(=O)NS(=O)(=O)c2ccc(Cl)cc2)CCN1C(=O)C1(c2ccc(Cl)cc2)CCC1 (centres undefined)
    i, -0.3, 8.4%, x, 0.2%, x, -31.4%, -20.6%, -10.0%
